NPC1 prom act: NPC1 promoter activation; 320,000 compounds, 2.4% hits; AID 485313; Potency, µM (top dose mostly 9.22 µM), without a hit: top-dose activation, most hits filed as activators; Huh7 NPC1 promoter luciferase reporter, 24 h;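 note: potency is the fitted concentration of half-maximal effect; % of control where 0% means no effect; nearly all actives have a fitted effect of over 60% in size; reporter is driven by a mutant NPC1 promoter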
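Huh7 cells stably carrying NPC1 promoter–luciferase, plated in Opti-MEM with 10% FBS for 2 h, were exposed to compound in DMSO for 24 h at 37 °C; luciferase reagent was added for 10 min and luminescence read.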
ELG1 genotox: induces genotoxicity in HEK293T cells with luciferase-tagged ELG1; HEK293T ELG1-luciferase reporter, luminescence, 16 h; Potency, µM (series often up to 46 µM), inactives show at the highest dose activity change, positive = activation, most hits filed as activators; 330,000 compounds, 1.3% hits; note: potency is the fitted concentration of half-maximal effect; % of control where 0% means no effect; nearly all actives have a fitted effect of over 60% in size
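After overnight (16 hr) compound treatment at 37 °C, ELG1-luciferase HEK293T cells were lysed with ONE-Glo; luminescence quantified 30 min later at room temperature.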
KCNH2 3.1 block: inhibitors of human KCNH2 3.1 potassium channel isoform | activity change, % (tested at about 1.8 µM) | U2OS KCNH2 3.1, thallium flux FluxOr; active compounds read low | 340,000 compounds, 0.95% hits | AID 720553;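 active = maximum activity change below -70%; inconclusive = maximum activity change from -70% to -50%; inactive = maximum activity change above -50%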;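 note: thallium influx rate constant from kinetic fluorescence after stimulation buffer; % is set by controls: 0 for no effect and ±100 for the full control effect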
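Channel expression came from 3.1 mutant virus (1.77 x 10^8 /mL) applied to suspended U2OS cells for 4 h. Flux was tracked with FluxOr dye plus Red40 quencher, and kinetic rate constants normalized to controls.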
FBPA coupling cs: inhibits coupling enzyme system, counter-screen for aldolase hits; coupling enzyme system counterscreen, AmpLite Red fluorescence; activity change, negative = inhibition, % at 58.2 µM, hits read low; 290,000 compounds, 0.67% hits; AID 2472; in the data active = activity change below about -30%; note: % is set by controls: 0 for no effect and ±100 for the full control effect
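Compounds tested against the coupling enzymes alone at 57.5 uM final; readout was AmpLite Red fluorescence (525/598 nm) after 20 min at RT.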
FLuc modulator: firefly luciferase modulation, counter-screen for miR-21 project | AID 588342 | purified FLuc, Km substrates, luminescence inhibition | Potency, µM (highest dose often 57.5 µM), without a hit: top-dose activity change, negative = inhibition, most hits filed as inhibitors | 360,000 compounds, 6.9% hits | P08659;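 note: potency is the fitted concentration of half-maximal effect; plate controls were vehicle for no effect and reference inhibitor for full effect; nearly all actives have a fitted effect of over 55% in size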
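Biochemical qHTS of compounds, final roughly 60 µM downward over six points, against 10 nM purified firefly luciferase using Km concentrations of substrates (10 uM D-luciferin, 10 uM ATP) in Tris acetate pH 7.5 buffer; luminescence output.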
RORg inh: inhibitors of mouse ROR gamma transcriptional activity; Drosophila S2 Gal4-RORgamma UAS-luciferase reporter, 20 h; AID 2551; 310,000 compounds, 5.4% hits; P51450; Potency, µM (doses to about 53.6 µM), for inactives: top-dose activity change, negative = inhibition, most hits filed as inhibitors; note: potency is the fitted concentration of half-maximal effect; % is set by controls: 0 for no effect and ±100 for the full control effect; nearly all actives have a fitted effect of over 60% in size
Target sequence (P51450 whole entry, looked up, the tested form may be a part): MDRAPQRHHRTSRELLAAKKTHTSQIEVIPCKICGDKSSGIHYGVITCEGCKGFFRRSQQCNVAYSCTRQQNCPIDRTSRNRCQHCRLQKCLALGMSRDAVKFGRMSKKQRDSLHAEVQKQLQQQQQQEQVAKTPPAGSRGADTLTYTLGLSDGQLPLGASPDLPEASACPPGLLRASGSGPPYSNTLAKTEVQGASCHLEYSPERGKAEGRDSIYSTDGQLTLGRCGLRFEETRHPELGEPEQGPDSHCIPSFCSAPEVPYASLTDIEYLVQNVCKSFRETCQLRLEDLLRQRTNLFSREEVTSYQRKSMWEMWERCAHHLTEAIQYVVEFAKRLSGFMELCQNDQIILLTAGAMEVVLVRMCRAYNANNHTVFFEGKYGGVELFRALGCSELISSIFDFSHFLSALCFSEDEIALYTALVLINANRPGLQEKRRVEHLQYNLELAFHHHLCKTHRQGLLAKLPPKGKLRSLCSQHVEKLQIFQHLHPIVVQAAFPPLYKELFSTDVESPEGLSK
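Read-out: Photinus luciferase luminescence; inhibitors lower reporter signal. Insect Schneider cells with Gal4-ROR gamma fusion under metallothionein promoter, UAS reporter; 700 uM final copper sulfate induction, 20 hr, ambient temperature.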
Rab9 prom act: Rab9 promoter activation; Huh7 Rab9 promoter-luciferase reporter, luminescence, 24 h; Potency, µM (top dose mostly 9.22 µM), without a hit: at the top dose activation, negative = inhibition, hits mostly activators; 320,000 compounds, 2.8% hits; note: potency is the fitted concentration of half-maximal effect; % of control where 0% means no effect; nearly all actives have a fitted effect of over 60% in size
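Cells were plated at 1500 per well in reduced-serum medium with 10% FBS and left 2 h. Compound in DMSO was then added for 24 h at 37 °C. Reporter signal was read by luminescence after 10 min with luciferase detection reagent.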
VP16 counter: counter-screen for ROR gamma inhibitors: Gal4-VP16 reporter | Drosophila S2 Gal4-VP16 UAS-luciferase, luminescence, 20 h | Potency, µM (doses to about 53.6 µM), inactives show top-dose activity, negative = inhibition, actives largely listed as inhibitors | 310,000 compounds, 3.5% hits | AID 2546;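 note: Gal4-VP16 expression switched on by copper sulfate through the metallothionein promoter; potency is the fitted concentration of half-maximal effect; % is set by controls: 0 for no effect and ±100 for the full control effect; nearly all actives have a fitted effect of over 50% in size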
uPA generation: blocks generation of uPA at the cell surface; cell surface uPA generation assay, qHTS; Potency, µM (top dose mostly 38.3 µM), inactives show at the highest dose activity change, negative = inhibition, usual class: inhibitors; 330,000 compounds, 0.31% hits; active = well fitted inhibition curve with a large enough effect; inconclusive = small, poorly fitted or top-dose-only effect; inactive = no such curve, though single readings can be large or run the other way; tested in mouse RAW 264.7 cells; note: potency is the fitted concentration of half-maximal effect; % is set by controls: 0 for no effect and ±100 for the full control effect; nearly all actives have a fitted effect of over 55% in size
Tb PFK block: inhibitors of T. brucei phosphofructokinase. O15648. T. brucei PFK, ADP-Glo luminescence. Potency, µM (series often up to 57.5 µM), inactives show at the top dose activity, negative = inhibition, usual class: inhibitors. 330,000 compounds, 0.17% hits. AID 485367;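 note: potency is the fitted concentration of half-maximal effect; 0% = uninhibited 1x PFK enzyme wells and -100% = no-enzyme wells; nearly all actives have a fitted effect of over 60% in size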
Target sequence (O15648 whole entry, looked up): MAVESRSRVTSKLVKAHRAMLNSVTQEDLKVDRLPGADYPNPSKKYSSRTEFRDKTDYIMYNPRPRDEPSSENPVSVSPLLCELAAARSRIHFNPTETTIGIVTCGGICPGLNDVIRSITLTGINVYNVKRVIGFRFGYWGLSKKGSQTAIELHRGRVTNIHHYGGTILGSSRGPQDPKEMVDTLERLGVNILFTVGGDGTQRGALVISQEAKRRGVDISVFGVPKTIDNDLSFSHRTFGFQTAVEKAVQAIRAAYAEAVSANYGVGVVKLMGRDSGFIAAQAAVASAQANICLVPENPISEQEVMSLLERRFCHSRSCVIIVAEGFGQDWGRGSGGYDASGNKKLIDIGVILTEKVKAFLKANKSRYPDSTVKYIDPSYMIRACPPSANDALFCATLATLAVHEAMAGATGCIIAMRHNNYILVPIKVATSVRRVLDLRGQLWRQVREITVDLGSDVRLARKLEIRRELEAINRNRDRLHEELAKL
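PFK 1.25 nM, F6P 0.5 mM, ATP 0.1 mM, 0.1 M TEA pH 8.0, 5 mM MgCl2, 0.01% Tween20, 0.1% BSA; 45 min RT. ADP-Glo readout. qHTS titration up to 57 uM; curves fitted, compounds curve-classed.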
Giardia kill: Giardia lamblia killing; 340,000 compounds, 0.15% hits; AID 540267; Giardia lamblia trophozoite viability; activity change, % at 7.66 µM, hits read low; in the data active = activity change below about -80%; inconclusive = between about -30% and that limit;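 note: parasites exposed to compound for two days anaerobically before the ATP read; % is set by controls: 0 for no effect and ±100 for the full control effect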
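Anaerobic 48 hrs incubation at 37 deg C of 100 trophozoites/well with test compounds; ATPLite 1-Step luminescence, 15-30 min RT, reports cellular ATP as viability.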
* hit, by the source's call; [ ] = dose if it differs, or a comment. Unless noted, calls come from the whole dose curve; as a rule, active = well fitted curve in the direction sought with a large enough effect; inconclusive = small, poorly fitted or top-dose-only effect, or another doubt; inactive = no such curve, though single readings can be large; an effect the other way counts as inactive or inconclusive.

What do the screens show for `CN(C)c1ccc(NC(=S)N2CCN(c3ncc(C(F)(F)F)cc3Cl)CC2)cc1`?
NPC1 prom act: 16%; ELG1 genotox: 1%; KCNH2 3.1 block: -10; FBPA coupling cs: 3; FLuc modulator: 1%; RORg inh: 10µM*; Rab9 prom act: 14%; VP16 counter: inconclusive; uPA generation: 3%; Tb PFK block: -5%; Giardia kill: 18

How did NC(=O)COC(=O)CCSc1ccc(Cl)cc1 do in these assays?
NPC1 prom act: -2%; ELG1 genotox: 1%; KCNH2 3.1 block: -15; FBPA coupling cs: 1; FLuc modulator: -11%; RORg inh: 9%; Rab9 prom act: 3%; VP16 counter: -9%; Tb PFK block: -1%; Giardia kill: -14

Results for [O-][n+]1onc2c3ccnnc3ccc21 ?
NPC1 prom act: 3%; ELG1 genotox: 4%; KCNH2 3.1 block: -5; FBPA coupling cs: -1; FLuc modulator: 0%; RORg inh: -6%; Rab9 prom act: 9%; VP16 counter: 9%; uPA generation: -4%; Tb PFK block: 0%; Giardia kill: -17

How did Cc1ccc(S(=O)(=O)/N=C2/C=C(C3C(=O)CC(C)(C)CC3=O)C(=O)c3ccccc32)cc1 do in these assays?
NPC1 prom act: 12%; ELG1 genotox: 14%; KCNH2 3.1 block: -14; FBPA coupling cs: -48*; FLuc modulator: inconclusive; RORg inh: 11µM*; Rab9 prom act: 22%; VP16 counter: inconclusive; uPA generation: -10%; Tb PFK block: 8%; Giardia kill: 12

What do the screens show for `CCOC(=O)C1(Cc2ccc(OC)cc2)CCN(C(=O)C2=CCCC2)CC1`?
NPC1 prom act: -4%; ELG1 genotox: -7%; KCNH2 3.1 block: 3; FBPA coupling cs: 4; FLuc modulator: -19%; RORg inh: -8%; Rab9 prom act: -1%; VP16 counter: 1%; uPA generation: 1%; Tb PFK block: 1%; Giardia kill: -7

What do the screens show for `Cc1c(C(=O)Nc2ccccc2)cn2c(nc3ccccc32)c1C#N`?
NPC1 prom act: -1%; ELG1 genotox: 9%; KCNH2 3.1 block: -1; FBPA coupling cs: 1; FLuc modulator: -2%; RORg inh: -41%; Rab9 prom act: -2%; VP16 counter: inconclusive; uPA generation: 4%; Tb PFK block: -3%; Giardia kill: -15

How did CCSc1nnc(NC(=O)NC(CC)(C(F)(F)F)C(F)(F)F)s1 do in these assays?
NPC1 prom act: 0%; ELG1 genotox: -12%; KCNH2 3.1 block: -22; FBPA coupling cs: 2; FLuc modulator: 2%; RORg inh: -19%[10 µM]; Rab9 prom act: 3%; VP16 counter: inconclusive; uPA generation: 5%; Tb PFK block: 0%; Giardia kill: -1

Results for COc1cccc(-n2c(N)c(-c3nc4ccccc4[nH]3)sc2=S)c1 ?
NPC1 prom act: 10%; ELG1 genotox: -11%; KCNH2 3.1 block: -2; FBPA coupling cs: -6; FLuc modulator: inconclusive; RORg inh: inconclusive; Rab9 prom act: 0%; VP16 counter: inconclusive; uPA generation: -2%; Tb PFK block: 4%; Giardia kill: -21

What do the screens show for `Cc1cc(Br)c2c(c1)C1(OCCO1)C(=O)N2`?
NPC1 prom act: 3%; ELG1 genotox: 14%; KCNH2 3.1 block: 3; FBPA coupling cs: -3; FLuc modulator: 1%; RORg inh: 20%; Rab9 prom act: 0%; VP16 counter: -9%; uPA generation: 0%; Tb PFK block: 1%; Giardia kill: -2

What do the screens show for `CCN1CCN(C(=O)c2ccc3c(Cl)c4c(nc3c2)CCCC4)CC1`?
NPC1 prom act: 0%; ELG1 genotox: -1%; KCNH2 3.1 block: 14; FLuc modulator: 8%; RORg inh: -33%; Rab9 prom act: -2%; VP16 counter: -4%; uPA generation: -15%; Tb PFK block: 1%; Giardia kill: 7

What do the screens show for `COc1ccc(N(CC(=O)Nc2cccnc2)S(=O)(=O)c2ccc(C)cc2)cc1Cl`?
NPC1 prom act: 0%; ELG1 genotox: 10%; KCNH2 3.1 block: 4; FBPA coupling cs: 0; FLuc modulator: -8%; RORg inh: inconclusive; Rab9 prom act: -3%; VP16 counter: -6%; uPA generation: -3%; Tb PFK block: 8%; Giardia kill: 8

Results for O=P(O)(CCc1ccncc1)CN1CCCCC1 ?
NPC1 prom act: -1%; ELG1 genotox: 1%; KCNH2 3.1 block: 1; FBPA coupling cs: 1; FLuc modulator: 0%; RORg inh: 0%; Rab9 prom act: -34%[inhibitor]; VP16 counter: 2%; uPA generation: 2%; Tb PFK block: 4%; Giardia kill: 3

What do the screens show for `COc1ccccc1CNC(=O)CN1C(=O)NC2(CCOc3ccccc32)C1=O` (centres undefined)?
ELG1 genotox: 2%; KCNH2 3.1 block: -4; uPA generation: 9%; Tb PFK block: -1%; Giardia kill: 2

Results for COc1ccc(S(=O)(=O)N2CCCC(C(=O)N3CCN(c4ccccc4)CC3)C2)cc1Cl (centres undefined) ?
NPC1 prom act: 0%; ELG1 genotox: -18%; KCNH2 3.1 block: -15; FLuc modulator: 6%; RORg inh: 15%; Rab9 prom act: -3%; VP16 counter: -12%; uPA generation: inconclusive; Tb PFK block: 2%; Giardia kill: 9

What do the screens show for `O=C(COC(=O)CNC(=O)c1ccccc1)NCCNC(=O)COC(=O)CNC(=O)c1ccccc1`?
NPC1 prom act: 0%; ELG1 genotox: 5%; KCNH2 3.1 block: -18; FLuc modulator: 4%; Rab9 prom act: -2%; uPA generation: 2%; Tb PFK block: -11%; Giardia kill: -16

Results for C[C@H](NC(=O)c1ccccc1Cl)C(=O)OCc1cn2cc(Cl)ccc2n1 ?
NPC1 prom act: 0%; ELG1 genotox: 0%; KCNH2 3.1 block: -3; FLuc modulator: 4%; Rab9 prom act: -3%; uPA generation: 26%; Tb PFK block: -5%; Giardia kill: -14

What do the screens show for `O=C(COC(=O)c1ccc([N+](=O)[O-])o1)NCc1ccc2c(c1)OCO2`?
ELG1 genotox: -2%; KCNH2 3.1 block: 20; uPA generation: -4%; Tb PFK block: 0%; Giardia kill: -9

What do the screens show for `CNC(=O)NC(=O)C(OC(=O)c1cccc(S(=O)(=O)N2CCCCC2)c1)c1ccccc1` (centres undefined)?
NPC1 prom act: -1%; ELG1 genotox: 2%; KCNH2 3.1 block: -19; FBPA coupling cs: -2; FLuc modulator: 1%; RORg inh: 42%; Rab9 prom act: 10%; VP16 counter: -6%; uPA generation: -4%; Tb PFK block: -2%; Giardia kill: 1

Results for O=C(CSc1nc2ccccc2c(=O)n1C1CC1)NCc1ccccc1 ?
NPC1 prom act: -6%; ELG1 genotox: 1%; KCNH2 3.1 block: -4; FBPA coupling cs: 5; FLuc modulator: 2%; RORg inh: -2%; Rab9 prom act: -10%; VP16 counter: -11%; uPA generation: 0%; Tb PFK block: 2%; Giardia kill: -15

Results for COc1ccc(NS(=O)(=O)c2cc(C)ccc2C)cc1 ?
NPC1 prom act: -14%; ELG1 genotox: -4%; KCNH2 3.1 block: -17; FBPA coupling cs: -1; FLuc modulator: 9%; RORg inh: -29%; Rab9 prom act: 1%; VP16 counter: -11%; uPA generation: -7%; Tb PFK block: 2%; Giardia kill: 3

How did COn1c2c(c3c4no[n+]([O-])c4ccc31)CCCC2 do in these assays?
NPC1 prom act: 1%; ELG1 genotox: 0%; KCNH2 3.1 block: 7; FBPA coupling cs: 0; FLuc modulator: 9%; RORg inh: -2%; Rab9 prom act: -1%; VP16 counter: -1%; uPA generation: -10%; Tb PFK block: -2%; Giardia kill: -6

How did CCC(=O)Nc1ccc(NC(=O)c2c(C)nc3ccccn23)cc1 do in these assays?
NPC1 prom act: -2%; ELG1 genotox: 14%; KCNH2 3.1 block: 5; FBPA coupling cs: 0; FLuc modulator: -4%; RORg inh: -2%; Rab9 prom act: 14%; VP16 counter: -1%; uPA generation: 8%; Tb PFK block: 1%; Giardia kill: 0

Results for COc1ccc(C2NC(=O)NC(O)(C(F)(F)F)C2C(=O)c2ccccc2)cc1OC (centres undefined) ?
NPC1 prom act: -4%; ELG1 genotox: 1%; KCNH2 3.1 block: -14; FBPA coupling cs: 3; FLuc modulator: 2%; RORg inh: 35%; Rab9 prom act: 0%; VP16 counter: 4%; uPA generation: -5%; Tb PFK block: -1%; Giardia kill: -10

Quoted at random: two records from the list
What do the screens show for `Cc1cc(Br)c2c(c1)C1(OCCO1)C(=O)N2`?
NPC1 prom act: 3%; ELG1 genotox: 14%; KCNH2 3.1 block: 3; FBPA coupling cs: -3; FLuc modulator: 1%; RORg inh: 20%; Rab9 prom act: 0%; VP16 counter: -9%; uPA generation: 0%; Tb PFK block: 1%; Giardia kill: -2

Results for COc1ccc(S(=O)(=O)N2CCCC(C(=O)N3CCN(c4ccccc4)CC3)C2)cc1Cl (centres undefined) ?
NPC1 prom act: 0%; ELG1 genotox: -18%; KCNH2 3.1 block: -15; FLuc modulator: 6%; RORg inh: 15%; Rab9 prom act: -3%; VP16 counter: -12%; uPA generation: inconclusive; Tb PFK block: 2%; Giardia kill: 9

Screening data: PubChem BioAssay, National Center for Advancing Translational Sciences (NCATS)
